# From PubChem
# AID inhibitor: activation induced cytidine deaminase inhibition. Q9GZX7. actives 0.32% (n = 91,000). AID 1347428. AID deamination FRET fluorescence, UDG-coupled, 4 h. Potency, µM (top dose mostly 115 µM), for the others: top-dose activity change, negative = inhibition, actives largely listed as inhibitors; note: nearly all actives have a fitted effect of over 25% in size
# Target sequence (Q9GZX7 whole entry, looked up): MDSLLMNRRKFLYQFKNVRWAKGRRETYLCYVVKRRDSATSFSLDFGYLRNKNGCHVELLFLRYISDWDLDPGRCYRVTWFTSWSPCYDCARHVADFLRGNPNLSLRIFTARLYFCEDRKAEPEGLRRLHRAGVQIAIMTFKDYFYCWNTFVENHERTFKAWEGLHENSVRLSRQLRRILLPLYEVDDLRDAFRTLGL
# UDG counterscr: UDG inhibition counter-screen | actives 0.14% (n = 91,000) | FRET deamination/UDG coupled assay, UDG read, 4 h | Potency, µM (doses to about 115 µM), for inactives: at the highest dose activity change, negative = inhibition, actives largely listed as inhibitors; note: nearly all actives have a fitted effect of over 65% in size
# Active calls of the source: *; u = inconclusive; [ ] = another dose, or the depositor's remark. Calls come from the whole dose curve; as a rule, active = well fitted curve in the direction sought with a large enough effect; inconclusive = small, poorly fitted or top-dose-only effect, or another doubt; inactive = no such curve, though single readings can be large; an effect the other way counts as inactive or inconclusive. % is set by controls: 0 for no effect and ±100 for the full control effect; potency is the fitted concentration of half-maximal effect.
structure,AID inhibitor,UDG counterscr
COc1cccc(-n2c(=O)c3c(C)c(C(=O)N(C)C)sc3n(Cc3cccc(C)c3)c2=O)c1,-5%,1%[57.5 µM]
CN(C(=O)c1cc2c(=O)n3ccccc3nc2n1C)c1ccccc1,16%,13%
CC(=O)c1ccc(NC(=O)Cn2cc(S(=O)(=O)Cc3ccccc3Cl)c3ccccc32)cc1,43%[activator],5%
O=C(Nc1ccccc1I)c1cc2ccccc2oc1=O,5%,-6%
Cc1cc(C)n(CCCNCC(O)COCc2cccs2)n1 (stereo not given),-1%,5%
COc1cccc(CNC(=O)C=C(C)C)c1,-3%,3%
Fc1ccc(CSc2nc(-c3ccccc3)cc(C(F)(F)F)n2)cc1,-9%,0%
CCCC1=NN(C(=O)CSCc2ccccc2Cl)C(O)(C(F)(F)F)C1 (stereo not given),-4%,38%[activator]
Cc1nn(S(=O)(=O)c2ccc(C(C)(C)C)cc2)c(C)c1S(=O)(=O)N1CCC(C)CC1,22%,-5%
COc1ccccc1N1CCN(C(=O)Cn2ncc3ccsc3c2=O)CC1,41%[activator],11%
Cc1ccc(-c2ccc(OC(=O)c3cnc(C)cn3)cc2)cc1,2%,8%
COc1ccc(/C=C/C(=O)Oc2ccc(C(C)=O)cc2)cc1,6%,4%
Cc1ccc(-c2nc3ncccc3o2)cc1NC(=O)c1cccc(OCC(C)C)c1,12%,36%[activator]
COc1ccc(OCC(=O)NCC2(N3CCN(C)CC3)CCCCC2)cc1,19%,8%[57.5 µM]
CN(C)S(=O)(=O)c1ccc(-c2nc(C#N)c(N3CCN(c4cccc(Cl)c4)CC3)o2)cc1,-13%,u
CC1=Nc2cc(C(=O)NCc3ccc(C)cc3)ccc2Sc2ccc(Cl)cc21,u,-6%[57.5 µM]
COc1cccc(CNC(=O)COCc2cc(-c3ccc4c(c3)OCO4)on2)c1,-16%,u
COc1cccc(CNC(=O)CCc2c(C)nc3c(c2C)c(=O)n(C)c(=O)n3C)c1,14%,7%
Cc1cccc(CC(=O)NC2CC(=O)N(c3ccccc3)C2)c1 (stereo not given),4%,-2%
CCCOc1ccc(NC(=O)c2cccc(OCC)c2)c2cccnc12,2%,-3%
C/C=C/Cn1c(SC(C)CC)nc2c1c(=O)[nH]c(=O)n2C (stereo not given),-11%,2%
CCC(CC)NC(=O)Nc1ccc(Cl)cc1Cl,-7%,-2%
CC(Sc1nc(-c2ccccc2)c(-c2ccccc2)o1)C(=O)N1CCCC1 (stereo not given),-24%,-6%
CC(O)CNc1nc2c(c(=O)n(Cc3ccccc3)c(=O)n2C)n1Cc1ccccc1 (stereo not given),-5%,3%
N#Cc1ccccc1CNc1ccc(Br)cc1F,-6%,-9%
Cc1cccc(C(C)NNC(=O)C(O)(c2cccc(C)c2)c2cccc(C)c2)c1 (stereo not given),-8%,-2%
N#Cc1ccc(CS(=O)(=O)Cc2ccccc2F)cc1,4%,2%
COc1ccc(CNC(=O)/C=C/c2ccccc2)cc1,-11%,2%
CN(CC(=O)Nc1cccc(F)c1)C(=O)C1CCN(c2ccc(C#N)cn2)CC1,-20%,-18%
CCCC(=O)n1nc(-c2ccco2)nc1NCc1ccccc1Cl,6%,9%
COC(=O)C(C)Oc1ccc2c(=O)c(-c3ccc(Cl)cc3)c(C(F)(F)F)oc2c1 (stereo not given),-7%,-1%
CC(C)CN(C(=O)c1cc2c(s1)CCCCC2)c1c(N)n(CC(C)C)c(=O)[nH]c1=O,0%,1%
CCCCOc1ccc(Cn2c(=O)sc3ccccc32)cc1OC,u,-14%
CCSc1nc2c(c(=O)n(C)c(=O)n2C)n1C/C=C/c1ccccc1,u,-15%
CC1=C(C(N)=O)C(c2ccc(C(C)C)cc2)n2nc(SCc3ccccc3F)nc2N1 (stereo not given),34%[activator],6%
CCCCNCc1ccco1,4%,3%
Fc1c(F)c(C(F)(F)F)c(F)c(F)c1Sc1c(F)c(F)c(C(F)(F)F)c(F)c1F,6%,-1%
CC(Oc1ccccc1)C(=O)OCc1cc(=O)n2nc(C(C)C)sc2n1 (stereo not given),u,-14%
Cc1nc2ccc(C(=O)NCc3ccncc3)cc2nc1C,5%,7%
Cc1ccc(-c2cc(-c3ccccc3)c(C#N)c(SCS(=O)Cc3ccccc3)n2)cc1 (stereo not given),14%,6%
COC(=O)c1ccccc1NS(=O)(=O)c1c(C)cc(C)cc1C,5%,-1%
COc1cccc(-n2c(=O)c3sc4ccccc4c3n(CC(=O)Nc3cccc(Cl)c3)c2=O)c1,9%,4%
Fc1ccc(-c2cc(-c3ccccc3)c3c(n2)-c2cc(F)ccc2OC3)cc1,6%,-7%
CC(CNC(=O)/C=C/c1ccc(C(C)(C)C)cc1)NC(=O)/C=C/c1ccc(C(C)(C)C)cc1 (stereo not given),-10%,-16%
CCOC(=O)/C=C/c1cccc(C(C)=O)c1,2%,5%

# Entries shown so far that have a thiophene ring, fused or not (5):
structure,AID inhibitor,UDG counterscr
COc1cccc(-n2c(=O)c3c(C)c(C(=O)N(C)C)sc3n(Cc3cccc(C)c3)c2=O)c1,-5%,1%[57.5 µM]
Cc1cc(C)n(CCCNCC(O)COCc2cccs2)n1 (stereo not given),-1%,5%
COc1ccccc1N1CCN(C(=O)Cn2ncc3ccsc3c2=O)CC1,41%[activator],11%
CC(C)CN(C(=O)c1cc2c(s1)CCCCC2)c1c(N)n(CC(C)C)c(=O)[nH]c1=O,0%,1%
COc1cccc(-n2c(=O)c3sc4ccccc4c3n(CC(=O)Nc3cccc(Cl)c3)c2=O)c1,9%,4%

# Further compounds follow.
structure,AID inhibitor,UDG counterscr
COc1ccc(CNc2nc(-c3ccccc3)nn2S(=O)(=O)c2ccccc2)cc1,28%,11%
O=C(NCc1cccc(F)c1)c1ccccc1NC(=O)c1nsc2ccccc12,6%,45%[activator]
O=C(Cn1c(=O)n(Cc2ccc3c(c2)OCO3)c(=O)c2ccc(C(=O)NC3CCCCC3)cc21)Nc1ccccc1F,17%,-2%
N#Cc1cccc(CNC(=O)c2nccnc2N)c1,-3%,-4%
C=CCNCc1ccccc1OC,0%,-6%
Cc1ccccc1NC(=O)COC(=O)c1n[nH]c(=O)c2ccccc12,2%,4%
Cc1ccc(/C=C/c2nc3ccccc3[nH]2)cc1,2%,0%
CNC(=O)NC(=O)CN(C)C(C)C1CC1 (stereo not given),2%,3%
Cc1ccc(C(=O)Oc2ccc3c(C(C)C)cc(=O)oc3c2)cc1S(C)(=O)=O,-3%,7%
O=C(Nc1ccc(C(=O)N2CCN(c3ccccc3F)CC2)cc1)c1nsc2ccccc12,u,0%
CC(CNC(=O)CCS(=O)(=O)c1cc2c(cc1Cl)NC(=O)CO2)c1ccccc1 (stereo not given),3%,-7%[57.5 µM]
Cc1ccc(CNc2ncnc3c2cnn3-c2ccc(C)cc2C)cc1,u,-6%
Cc1ccc(-c2nc(N)sc2CC(=O)OCC(=O)N(c2ccccc2)C(C)C)cc1,-11%,15%
COCCn1c(CSCc2ccc(Cl)cc2Cl)n[nH]c1=S,-4%,-6%
NC(=O)CCN(C(=O)c1ccc(Br)cc1)c1ccc(F)cc1,-7%,-6%
c1cc(CNC2CC2)ccn1,4%,8%
Cc1ccc(CNC(=O)CSc2c3c(nc4ccc(Cl)cc24)CCCC3)cc1,6%,8%[57.5 µM]
O=C(c1cc(-c2ccccc2O)on1)N1CCCCC1,3%,-1%
Cc1ccc(CNC(=O)CN2N=C(c3ccc(C)cc3)CCC2=O)cc1,19%,0%[57.5 µM]
CCCC(C)NC(=O)N1CCN(C(=O)Cc2c[nH]c3ccccc23)CC1 (stereo not given),-9%,5%
COc1ccc(N2C(=O)CCS2(=O)=O)cc1S(=O)(=O)N1CCCCC1,4%,8%
CC1CCN(C(=O)C(C)OC(=O)c2cnc3ccccc3n2)CC1 (stereo not given),0%,-4%
O=S(=O)(c1ccc2nc(NCCN3CCN(c4ccccc4F)CC3)ccc2c1)N1CCCC1,-14%,-11%
Cc1ccc(C(=O)/C=C\N(C)C)cc1,1%,-1%
Cc1scc(CN2CCN(c3ccccc3F)CC2)c1C,14%,20%
CCOC(=O)c1cc(NC(=O)C(C)CC)cc(C(=O)OCC)c1 (stereo not given),6%,1%
CCOC(=O)C1=C(C)OC(N)=C(C#N)C1c1ccc(C(F)(F)F)cc1 (stereo not given),-2%,-4%
CCCCNC(=S)Nc1ccc(Cl)cc1Cl,-2%,6%
CC(C)Cc1nc2oc3c(NCC(C)O)ncnc3c2c2c1CCC2 (stereo not given),0%,7%
Cc1ccc(C(CC#N)C2CCOC(C)(C)C2)cc1 (stereo not given),-3%,8%
CCn1c(SCC(=O)N2CCC(C)CC2)nnc1-c1ccccc1O,4%,-5%
Cc1cccc(NC(=O)CCc2c[nH]c3ccccc23)c1C,-1%,-4%
CCc1cccc(C)c1NC(=O)CSc1nnc(N)s1,15%,3%
COCCn1c(SCc2cc(F)ccc2OC)nnc1-c1ccncc1,-5%,4%
NC(N)=NC(N)=Nc1ccccc1Br,3%,8%
COC(=O)C1=C(C)OC(N)=C(C#N)C1c1ccc(C#N)cc1 (stereo not given),9%,-16%
CCNCC(O)COCc1ccccc1OC (stereo not given),3%,-6%
CCn1c(C)cc(C(=O)COc2ccc3ccc(=O)oc3c2)c1C,-3%,-3%
CC(=O)Nc1cccc(OCCc2ccccc2)c1,-7%,-4%
Cc1ccc(N2CN(CCN3CCOCC3)Cn3c2nc(C)c(C)c3=O)cc1C,-8%,-4%
Cc1cc(C)c(OCC(=O)N(Cc2ccc(N(C)C)cc2)CC2CCCO2)c(C)c1 (stereo not given),u,0%
O=C(CSc1oc(-c2ccco2)nc1S(=O)(=O)c1ccc(Br)cc1)c1ccccc1,4%,-23%
COc1ccc(C)cc1NC(=O)c1ccc2c(c1)N(Cc1cccc(Cl)c1)C(=O)c1ccccc1S2=O (stereo not given),2%,-8%
CCN(CC)c1ccc(S(N)(=O)=O)cc1N,5%,-3%
O=C(Nc1ccc(F)c(Cl)c1)C1CCCN1S(=O)(=O)c1ccc(F)cc1 (stereo not given),2%,-8%

# 4 records picked at random from those above, as already listed:
structure,AID inhibitor,UDG counterscr
Cc1ccc(C(=O)/C=C\N(C)C)cc1,1%,-1%
CN(CC(=O)Nc1cccc(F)c1)C(=O)C1CCN(c2ccc(C#N)cn2)CC1,-20%,-18%
CCc1cccc(C)c1NC(=O)CSc1nnc(N)s1,15%,3%
Cc1ccc(/C=C/c2nc3ccccc3[nH]2)cc1,2%,0%

# (list continues)
structure,AID inhibitor,UDG counterscr
CC(C)C(CNC(=O)c1n[nH]c(=O)c2ccccc12)N(C)C (stereo not given),-2%,10%
Cc1ccccc1C(CC(=O)Nc1cccc(-c2ccno2)c1)n1cccc1 (stereo not given),-11%,-6%
Cc1ccccc1NS(=O)(=O)c1c[nH]c2ccc([N+](=O)[O-])cc12,3%,0%
CCCc1nnc(NC(=O)c2cc(=O)c3cc(Cl)ccc3o2)s1,0%,-5%[57.5 µM]
CN(Cc1ccccc1Cl)S(=O)(=O)c1cccc2nsnc12,-15%,-1%
CSc1ncc(C(=O)Nc2cccc(Cl)c2C)c(-c2ccccc2)n1,2%,-19%[57.5 µM]
NC(=O)CSc1nnnn1-c1cccc(O)c1,12%,-11%
CC1CCN(S(=O)(=O)c2ccc3c(c2)N(CC(=O)N2CCN(c4ccccc4)CC2)C(=O)CO3)CC1,-4%,-7%
Cc1sc2ncn(CC(=O)N3CCN(c4ccccc4F)CC3)c(=O)c2c1S(=O)(=O)N1CCN(c2ncccn2)CC1,-4%,-6%
O=C(CCCc1ccccc1)NCc1ccco1,-4%,-7%
CNC12CC3CC(CC(S)(C3)C1)C2,-2%,1%
Cc1nc(-c2ccsc2)sc1C(=O)NCc1ccccc1,-5%,3%
CC(=O)N1CCc2c(sc3c2c(=O)n(-c2cccc(Cl)c2C)c(=O)n3Cc2ccccc2C)C1,u,u
CCCCC1CCC(C(=O)C2CCC(c3ccccc3)C2)CC1 (stereo not given),-4%,-1%
OCC#CCSc1nc2ccccc2s1,-5%,-15%
CCOc1ccc(-c2nonc2NC(=O)c2oc3cc(C)ccc3c2C)cc1OCC,-23%,-6%
Cc1ccc(C(=O)NC(O)C(=O)c2ccc(C)cc2)cc1 (stereo not given),-2%,0%

# 3 compounds out of the list above, arranged by their value in AID inhibitor, smallest number first:
canonical_smiles,AID inhibitor
CCOc1ccc(-c2nonc2NC(=O)c2oc3cc(C)ccc3c2C)cc1OCC,-23%
O=C(CCCc1ccccc1)NCc1ccco1,-4%
Cc1ccc(C(=O)NC(O)C(=O)c2ccc(C)cc2)cc1 (stereo not given),-2%

# A portion of the library; count on the stated rates, not on these rows.
